PKA-R2B activ: activators of PKA-R2B holoenzyme, primary screen, biochemical, fluorescence polarization, Cy5-IP20, human; cAMP-dependent protein kinase catalytic subunit beta (Homo sapiens) + cAMP-dependent …; PKA-R2B holoenzyme dissociation; R2B truncated from residue 108, S112A mutant; 0% DMSO only, 100% 113 µM cGMP; activation, % at 11.4 µM; 0.079% of 340,000 active;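 active means activation above a cutoff set at the mean over all compounds plus 3 SD, cut at about 18% in these data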;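 further: higher means more holoenzyme dissociation and a rise in polarization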
DAGLB inhibitor: DAGLB lipase inhibitors, primary screen, biochemical, fluorescence, HTS. HEK293T DAGLB membrane lysate, EnzChek fluorogenic substrate. Diacylglycerol lipase-beta (Homo sapiens), Q8NCG7. 0.059% of 340,000 active. inhibition, % at 5.17 µM; in the data active means inhibition above about 34%;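 further: 0% = enzyme with vehicle and 100% = wells lacking enzyme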
Target sequence (Q8NCG7 whole entry, looked up): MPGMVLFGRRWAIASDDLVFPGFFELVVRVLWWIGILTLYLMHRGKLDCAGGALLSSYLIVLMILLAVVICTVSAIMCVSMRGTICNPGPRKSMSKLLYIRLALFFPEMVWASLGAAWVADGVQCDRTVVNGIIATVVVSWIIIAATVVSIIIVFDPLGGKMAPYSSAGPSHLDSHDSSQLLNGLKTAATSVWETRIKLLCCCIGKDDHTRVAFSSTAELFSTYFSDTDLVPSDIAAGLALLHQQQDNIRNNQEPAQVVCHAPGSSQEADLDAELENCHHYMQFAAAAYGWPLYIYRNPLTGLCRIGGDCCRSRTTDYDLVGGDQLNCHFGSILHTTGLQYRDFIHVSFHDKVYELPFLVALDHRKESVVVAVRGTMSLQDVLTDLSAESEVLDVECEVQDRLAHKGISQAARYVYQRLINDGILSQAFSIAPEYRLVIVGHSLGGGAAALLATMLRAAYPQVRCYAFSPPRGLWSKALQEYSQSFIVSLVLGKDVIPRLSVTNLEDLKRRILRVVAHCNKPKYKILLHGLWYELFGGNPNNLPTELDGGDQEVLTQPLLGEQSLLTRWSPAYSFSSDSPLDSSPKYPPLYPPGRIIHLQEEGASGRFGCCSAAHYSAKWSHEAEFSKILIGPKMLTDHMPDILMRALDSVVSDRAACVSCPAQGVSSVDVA
Cardiac RTF inh: cardiac RTF calcium sensitivity inhibitors, primary screen, biochemical, IANBD-TnC fluorescence, EC70 calcium; AID 493244, 2011; IANBD-labeled cardiac RTF, Ca2+ fluorescence; Troponin I, cardiac muscle (Homo sapiens) + Troponin T, cardiac muscle (Homo sapiens) + …; inhibition, % at 7.15 µM; 0.12% of 340,000 active;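 active means inhibition above the mean inhibition of all tested compounds plus 3 SD, cut at about 17% in these data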;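 further: assay run at fixed EC70 calcium of 1.6 mM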
SR-BI DiI-HDL act: activators of SR-BI mediated DiI-HDL uptake, primary screen, ldlA[mSR-BI] CHO cells, DiI fluorescence; activation, % at 12.5 µM; 0.096% of 320,000 active; 3 h; 100 = double the neutral-control signal; AID 504775, 2011;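 active means mean replicate activation of at least 60% and every replicate at or above 60%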;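 further: 0% = median plate neutral-control signal and 100% = twice that signal; values of inactives mirror those of a sister screen read the other way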
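System: LDL receptor-deficient CHO ldlA cells overexpressing murine SR-BI | Timing: 3 h uptake period with compound, 37 °C | Medium: HEPES-buffered (25 mM, pH 7.4) F12 plus 0.5% BSA | Dosing: Single-point compound dose | Signal: Bottom-read fluorescence, 550/595 nm | Read-out: Retained DiI signal reflecting DiI-HDL uptake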
LANA DNA inh: inhibitors of KSHV C-LANA binding to DNA, primary screen, biochemical, fluorescence polarization, FAM-LBS DNA, MBP-C-LANA, single point | Kaposi's sarcoma herpesvirus LANA C-terminal domain (residues 932-1162) DNA binding | inhibition, % at 9 µM | 0.078% of 340,000 active;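 active means highest replicate inhibition at or above 60% at 9 µM, even if other replicates fall short; inactive means all replicates below 60% inhibition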;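 further: 0% = neutral control wells and 100% = 4 µM acridine orange control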
Keap1-Nrf2 PPI: Keap1-Nrf2 protein-protein interaction inhibitors, primary screen, biochemical, fluorescence polarization, single point; AID 504523, 2011; inhibition, % at 9.4 µM; Kelch-like ECH-associated protein 1 (Homo sapiens), Q14145; 0.15% of 340,000 active; Keap1 Kelch-Nrf2 peptide fluorescence polarization, 1536-well; in the data active means inhibition above about 12%;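 further: human Keap1 Kelch domain with fluorescein labeled Nrf2 9mer peptide probe; 0% = neutral control wells and 100% = peptide positive control; higher means more block of Keap1 binding to Nrf2 peptide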
Rtt109 Vps75: inhibitors of C. albicans Rtt109/Vps75 HAT, primary screen, biochemical, ThioGlo CoA-SH fluorescence, plate reader. purified Rtt109/Vps75, 4 h. inhibition, % at 34.9 µM. 0.16% of 330,000 active. AID 540336, 2011;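 active means inhibition of at least 50% in every replicate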
Target sequence (Q5AAJ8 whole entry, looked up): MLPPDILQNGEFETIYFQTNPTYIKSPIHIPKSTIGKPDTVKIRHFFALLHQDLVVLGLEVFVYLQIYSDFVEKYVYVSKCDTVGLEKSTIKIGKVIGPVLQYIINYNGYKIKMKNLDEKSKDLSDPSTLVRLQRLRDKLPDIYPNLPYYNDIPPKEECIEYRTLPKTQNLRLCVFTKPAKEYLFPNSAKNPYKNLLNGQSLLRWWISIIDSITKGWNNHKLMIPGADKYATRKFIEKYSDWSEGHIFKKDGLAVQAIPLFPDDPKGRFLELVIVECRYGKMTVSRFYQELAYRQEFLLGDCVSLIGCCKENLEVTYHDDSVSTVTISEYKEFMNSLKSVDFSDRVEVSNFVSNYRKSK
CAL PDZ FP-1: CAL PDZ peptide-binding inhibitors, primary screen, biochemical, fluorescence polarization, Cer-tagged CAL PDZ, HTS; inhibition, % at 20 µM; 0.02% of 330,000 active; AID 504414, 2011; Golgi-associated PDZ and coiled-coil motif-containing protein (Homo sapiens), Q9HD26; purified CAL PDZ, TMR-peptide fluorescence polarization, 1 h;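 active means highest replicate inhibition of at least 40%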;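 further: plate controls were DMSO neutral control wells for no effect and unlabeled competitor peptide control wells for full effect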
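Test system: purified CerCALP PDZ construct; Compound dosing: one concentration, 20 µM compound; Also added: TMR-labelled reporter peptide T*-PRC34 bound in PDZ groove; Read-out: inhibition from polarization loss; Controls: unlabelled peptide and DMSO controls; Signal: FP readout, S and P plane fluorescence; Incubation: 1 h at RT.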
CAL PDZ FP-2: untagged CAL PDZ binding inhibitors, primary screen, biochemical, fluorescence polarization, HTS; Golgi-associated PDZ and coiled-coil motif-containing protein (Homo sapiens), Q9HD26; purified CAL PDZ, TMR-peptide fluorescence polarization, 1 h; inhibition, % at 24.9 µM; 0.92% of 300,000 active; AID 602252, 2012;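 active means mean inhibition of at least 30% with at least half of replicates also reaching 30%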;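 further: 0% = DMSO neutral control and 100% = excess unlabeled competitor peptide PRC23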
RTF Ca sens act: cardiac RTF calcium sensitivity activators, primary screen, biochemical, IANBD-TnC fluorescence, EC20 calcium; activation, % at 7.2 µM; AID 493008, 2010; IANBD-labeled TnC RTF fluorescence at EC20 calcium; 0% EC20 calcium, 100% full calcium; 0.24% of 340,000 active;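 active means activation above the mean over all tested compounds plus 3 SD, cut at about 30% in these data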;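 further: rise in fluorescence read as greater calcium sensitivity of cardiac thin filaments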
Numbers without * were called inactive; · = not tested or not shown.

Results follow in this order: PKA-R2B activ, DAGLB inhibitor, Cardiac RTF inh, SR-BI DiI-HDL act, LANA DNA inh, Keap1-Nrf2 PPI, Rtt109 Vps75, CAL PDZ FP-1, CAL PDZ FP-2, RTF Ca sens act
> COc1ccccc1N1CCN(C(=O)c2sc3nc(C)nc(N4CCN(c5ccccn5)CC4)c3c2C)CC1
→ -17, -1, -5, -39, -0.6, -1, 18, -0.9, -4, -12
> O=C(COC(=O)C1CC2C=CC1C2)Nc1ccccc1F (centres undefined)
→ -4, -1, -9, 19, 0.0, -4, 9, -0.4, 10, 3
> CCc1ccc(OCc2nnc(NC(=O)c3cccs3)s2)cc1
→ 2, -1, -4, ·, 0.6, 2, -7, -1.3, 4, -5
> Oc1ccccc1/C=N/Nc1ccnc(SCc2ccccc2)n1
→ 3, 8, -8, -22, 0.6, -7, -1, -0.8, -7, -5
> O=C(Nc1ccccc1)c1nc[nH]c1C(=O)NCCCCNC(=O)c1[nH]cnc1C(=O)Nc1ccccc1
→ -6, -1, -7, -4, 1.3, -1, -12, -1.1, -1, -6
> CCCCn1c(N)c(N(CCOC)C(=O)COC(=O)CCOc2ccccc2C)c(=O)[nH]c1=O
→ -9, 0, -14, 15, 0.3, -7, 1, -2.9, 4, -2
> COc1ccc(OC)c(C(c2nnnn2CC2CCCO2)N2CCN(C)CC2)c1 (centres undefined)
→ -2, -3, 4, -5, 2.6, -5, 3, ·, -3, -2
> COc1ccc(CNC(=O)COC(=O)c2cc3ccccc3o2)cc1
→ -2, 0, 1, 4, -0.7, 4, -4, -2.9, 2, -3
> Cc1cccc(NS(=O)(=O)c2ccc(C)c(C(N)=O)c2)c1
→ 2, -3, -3, -16, 0.3, -6, 3, -2.6, 0, 3
> CCCOc1ccc(-c2nc(N3CCN(C)CC3)c3ccccc3n2)cc1
→ -2, -1, -4, -43, -1.2, 0, -5, -1.4, -4, -6
> Cc1ccc(CN2CCN(Cc3cnc(N(C)C)s3)CC2CCO)o1 (centres undefined)
→ 0, -2, -13, ·, 3.2, 1, -8, -1.9, 9, -1
> CN(C(=O)CC(NC(=O)c1ccccc1Cl)c1ccccc1)c1ccccc1 (centres undefined)
→ -1, -1, 4, -14, -0.9, 4, 4, -2.3, -6, 1
> COc1cccc(N(CC(=O)Nc2cccnc2)S(C)(=O)=O)c1
→ 3, -1, -1, -8, -2.1, -3, 2, 0.9, -2, 3
> Cc1nn(CC2CC2)c(=O)n1-c1ccc(F)cc1
→ 0, 1, -9, 14, 4.7, -5, 2, 0.0, 19, 5
> CCOC(=O)N1CCN(CC(O)COCc2ccc(Cl)cc2)CC1 (centres undefined)
→ -1, -4, -8, 29, -3.0, -2, -3, 0.3, 2, 0
> Cc1cccc(C(=O)NNC(=O)CN2C(=O)c3ccccc3C2=O)c1
→ 3, -1, -3, 15, 0.4, 2, -2, -1.7, -1, 2
> COc1ccc(NC(=O)N2CCCCCC2)cc1
→ -12, -5, -1, 36, -1.6, 0, -3, -1.3, -1, -2
> COc1ccc(N(CC(=O)NCc2cccc(OC)c2)S(=O)(=O)c2c(C)noc2C)cc1
→ 3, -4, -11, -19, 0.9, -4, -5, 0.0, -3, 2
> CCN(CC)C(=O)c1nc[nH]c1C(=O)N1CCC(C)CC1
→ -1, -1, -9, 3, 0.9, 0, 2, 0.6, -2, -3
> O=C(O)c1cccc(S(=O)(=O)N(Cc2ccccc2)c2ccc(Cl)cc2)c1
→ 4, 5, -3, 12, 1.4, -1, 8, 0.0, -3, -4
> NC(=O)C1CCN(C(=O)CN2C(=O)c3ccccc3S2(=O)=O)CC1
→ 0, 1, -2, 19, 0.0, -1, 0, -1.5, ·, -7
> CSc1ccc(/C=C/C(=O)OCC(=O)N(C)CCC#N)cc1
→ 3, 3, -15, 7, -0.6, 0, 2, -1.6, -5, 6
> COC(=O)c1c(O)cc(=O)n2c1CCCCC2
→ -2, 2, -3, 6, 1.1, -1, 1, -0.2, ·, -2
> c1ccc(N2CCOCCOCCOCCOCCOCC2)cc1
→ -6, 3, 3, 25, -1.6, -8, 8, -1.6, -2, 4
> Cn1cnc(C(=O)N2CCN(c3ccccc3)CC2)c1C(=O)N1CCN(c2ccccc2)CC1
→ 3, -4, 0, 17, -0.5, 0, -2, 0.0, 0, -6
> Cc1nnc(NC(=O)c2sc3ccccc3c2Cl)s1
→ -1, 2, -3, -6, 1.7, 0, 3, -4.6, -2, -6
> CSc1ncccc1C(=O)N1CCN(S(=O)(=O)c2ccc3ccccc3c2)CC1
→ -2, 0, -1, 3, -0.6, 0, 3, -0.8, ·, -5
> Cc1cccc(-n2c(-c3ccncc3)n[nH]c2=S)c1C
→ 2, 3, -1, -3, 0.2, -3, 7, 0.1, 0, 7
> COc1ccc(-c2nc(CS(=O)CC(=O)NCc3ccc(F)cc3)c(C)o2)cc1 (centres undefined)
→ -3, -3, 0, -37, 0.1, 0, 2, -1.0, 1, 6
> CSCCC(NC(=O)c1ccccc1)C(=O)N1CCN(C(c2ccccc2)c2ccccc2)CC1 (centres undefined)
→ -3, -6, 3, 1, -0.2, -4, 3, -1.2, -3, 0
> Cc1ccc(OCCC(=O)OCC(=O)N2CCN(S(=O)(=O)c3ccc(C)cc3C)CC2)cc1
→ 4, -2, -8, 33, 1.8, 4, 2, -1.2, ·, -4
> CCOc1cc(C)c(C(C)C)cc1S(=O)(=O)n1cnc(C)c1
→ ·, ·, ·, 12, -0.3, 5, -5, -0.8, -5, ·
> OC(C#Cc1ccccn1)c1cccs1 (centres undefined)
→ -16, 4, 7, 28, 6.7, -4, -11, 0.5, -2, 8
> COc1ccc(N2CCN(CCNC(=O)CCC(=O)NNc3nc4ccccc4c4nc(C)nn34)CC2)cc1
→ -3, -3, -5, 4, 1.4, -7, -8, 0.1, -8, -1
> COc1ccc(C(=O)c2ccc(Br)cc2)c2ccccc12
→ -7, -11, -5, -19, -0.4, -4, 33, 1.4, -3, 8
> Cc1ccc(S(=O)(=O)NCc2nc(-c3ccccc3)no2)cc1
→ 12, -3, 12, 20, 0.7, 3, 4, -2.6, -4, -1
> FC(F)Sc1ccc(N=C2NN=C(c3ccc4c(c3)OCCO4)CS2)cc1
→ 9, -8, -7, 10, -2.8, -1, 0, -0.1, -1, 0
> O=c1oc2c(CN3CCOCC3)c(O)ccc2c2ccccc12
→ -1, 0, -9, -2, -0.3, -2, -8, -0.7, 5, -5
> C=CCOc1ccc(CN(C)CC(=O)N(CC(C)C)c2c(N)n(CC(C)C)c(=O)[nH]c2=O)cc1
→ 4, -1, -7, 41, 0.6, 0, 7, 0.0, -6, -3
> N#Cc1ccc[n+](CC(=O)c2ccc(NC(=O)c3ccccc3)cc2)c1
→ -4, 1, -5, -16, -0.5, -10, -1, -1.9, 1, 4
> Cc1ccc2c(c1)N(C(=O)CCC(=O)N1CCN(c3cccc(C)c3C)CC1)CCO2
→ 5, -2, -4, -64, -1.3, -2, 2, -1.2, -8, 3
> COc1cc(C(=O)OC2CSCC2NC(=O)c2ccccc2)cc(OC)c1OC (centres undefined)
→ -2, 1, -3, -15, 1.5, 6, -3, -2.4, -1, 1
> Cn1cnnc1SC/C(O)=C(\C#N)c1nc2ccccc2[nH]1
→ -12, 1, 6, 11, 1.5, -2, 12, -2.5, 0, -4
> Cc1cc(C)nc(NS(=O)(=O)c2ccc(NC(=O)Cc3ccccc3)cc2)n1
→ -13, 0, -2, 18, 0.5, -7, 1, ·, -5, 1
> Oc1ccc(N=Nc2c(O)ccc3ccccc23)cc1
→ -6, 49*, 4, -70, -1.0, 2, 8, 0.8, -3, -8
> COc1ccc(C2=NS(=O)(=O)N(C)C(C(=O)NC(C)c3ccccc3)=C2)cc1 (centres undefined)
→ -5, -1, 5, -31, 0.1, -6, -7, -1.1, 0, -4
> CCCC(N)CCCCCC(=O)O (centres undefined)
→ 6, 0, -6, 55, 0.7, -6, 15, 1.0, -3, 1
> CSc1ccc(C(=O)C2CCCN(C(=O)CCn3cncn3)C2)cc1 (centres undefined)
→ 2, 1, 3, 5, 4.6, 0, -14, -0.6, -2, -4
> CCOc1ccc(NC(=O)CSc2nnnn2C2CC2)cc1S(=O)(=O)N1CCCC1
→ -9, -3, -11, 8, -0.1, 3, -9, -1.9, -4, -4
> CCC(c1nnnn1CCOC)N1CCN(Cc2ccccc2)CC1 (centres undefined)
→ -3, 1, -14, 9, 0.0, -5, -10, -0.4, -3, 0
> CC1(C)CC[C@]2(C(=O)O)CC[C@]3(C)C(=CCC4[C@@]5(C)CC[C@H](O)C(C)(C)C5CC[C@]43C)C2C1 (some centres undefined)
→ 3, -3, 2, 11, 0.4, 4, 0, -0.4, -6, 4
> Cc1cc(C)nc(SCC(=O)Nc2ccnc3ccccc23)n1
→ -10, 1, -1, 14, -0.2, -1, -8, -3.3, 0, 0
> O=C(O)c1cccc(CN2C(=O)CSC2=O)c1
→ 12, 3, -3, 13, -0.7, 0, 4, 0.1, -2, 0

Compounds as they come. Share with any hit: about 1.6%.
